From PubChem BioAssay
KB-V1 cytotox: kills drug-selected multidrug resistant KB-V1 cells; KB-V1 MDR cells viability, CellTiter-Glo, 72 h; Potency, µM (highest dose often 46.1 µM), without a hit: at the top dose activity change, negative = cytotoxicity, most hits filed as cytotoxic; 400,000 tested, 3.4% active; AID 1347076; further: potency means the concentration at half of the fitted maximal effect; on the % scale 0 is the no-effect control and ±100 the full control effect; nearly all actives have a fitted effect of over 60% in size
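Cells of the MDR subline KB-V1 are plated, dosed with compound at multiple concentrations, and incubated 72 h at 37 degrees C; CellTiter-Glo is then added and luminescence read after 10 min.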
ATXN2 expr inh: reduces ATXN2 reporter expression in HEK-293 cells; HEK-293 ATXN2-luciferase reporter, luminescence, 24 h; 360,000 tested, 0.72% active; Potency, µM (top dose mostly 57 µM), inactives show top-dose activity change, negative = inhibition, most hits filed as inhibitors; further: potency means the concentration at half of the fitted maximal effect; on the % scale 0 is the no-effect control and ±100 the full control effect; nearly all actives have a fitted effect of over 55% in size
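ATXN2-luciferase reporter cells (luciferase flanked by upstream and downstream ATXN2 gene portions) were treated 24 h at 37 °C with compounds at up to 57 uM. SteadyGlo luminescence gave expression; GF-AFC fluorescence gave viability.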
HT1080NT lethal: kills 2HG-producing HT-1080-NT fibrosarcoma cells; HT-1080-NT fibrosarcoma viability, CellTiter-Glo ATP luminescence, 48 h; Potency, µM (highest dose often 46.1 µM), for the others: at the top dose activity, negative = less viability, actives largely listed as cytotoxic; 360,000 tested, 1.6% active; AID 686970;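 further: NT is the 2HG producing partner of a matched IDH1 knockdown line; potency means the concentration at half of the fitted maximal effect; 0% = DMSO-treated cells and -100% = media-only wells without cells; nearly all actives have a fitted effect of over 55% in size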
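Viability of the 2HG-overproducing fibrosarcoma line after 48 hours of compound exposure at 37 degrees C was determined by luminescence with CellTiter-Glo, and concentration-effect curves were then fitted and categorized.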
IL-1B inflam inh: inhibitors of inflammasome signaling (IL-1 beta secretion) | THP-1 LPS/ATP IL-1B secretion, AlphaLISA, 16 h; active compounds read low | activity change, % at 57.5 µM | 360,000 tested, 4.7% active | AID 743279; in the data active means activity change below about -50%; inconclusive means mostly about -30% to -49%; further: on the % scale 0 is the no-effect control and ±100 the full control effect
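Secreted IL-1B measured by AlphaLISA bead assay after 16 h compound exposure of THP-1 cells; compounds (final up to 57.5 uM) added 1 h before LPS (250 ng/mL) and ATP (1.25 mM) stimulation; lower signal means less secretion.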
SW480 rerep: inducers of DNA re-replication in SW480 colon cancer cells. SW480 DNA re-replication, Hoechst DNA content imaging, 48 h. Potency, µM (highest dose often 46.1 µM), for the others: at the highest dose re-replication activation, most hits filed as activators. 340,000 tested, 1.8% active. AID 624297; further: potency means the concentration at half of the fitted maximal effect; % of control where 0% means no effect; nearly all actives have a fitted effect of over 55% in size
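First, 250 cells per well were seeded. Next, compound or vehicle (23 nL) was pinned in, plates sat 48 hr at 37 C. Finally Hoechst was added for 40 min before fluorescence scanning.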
WRN inhibitor: inhibitors of human WRN helicase; Q14191; WRN helicase unwinding, fluorescent forked duplex, kinetic; Potency, µM (doses to about 114 µM), without a hit: at the highest dose activity change, negative = inhibition, actives largely listed as inhibitors; 360,000 tested, 0.46% active; AID 651768; further: potency means the concentration at half of the fitted maximal effect; on the % scale 0 is the no-effect control and ±100 the full control effect; nearly all actives have a fitted effect of over 55% in size
Target sequence (Q14191 whole entry, looked up): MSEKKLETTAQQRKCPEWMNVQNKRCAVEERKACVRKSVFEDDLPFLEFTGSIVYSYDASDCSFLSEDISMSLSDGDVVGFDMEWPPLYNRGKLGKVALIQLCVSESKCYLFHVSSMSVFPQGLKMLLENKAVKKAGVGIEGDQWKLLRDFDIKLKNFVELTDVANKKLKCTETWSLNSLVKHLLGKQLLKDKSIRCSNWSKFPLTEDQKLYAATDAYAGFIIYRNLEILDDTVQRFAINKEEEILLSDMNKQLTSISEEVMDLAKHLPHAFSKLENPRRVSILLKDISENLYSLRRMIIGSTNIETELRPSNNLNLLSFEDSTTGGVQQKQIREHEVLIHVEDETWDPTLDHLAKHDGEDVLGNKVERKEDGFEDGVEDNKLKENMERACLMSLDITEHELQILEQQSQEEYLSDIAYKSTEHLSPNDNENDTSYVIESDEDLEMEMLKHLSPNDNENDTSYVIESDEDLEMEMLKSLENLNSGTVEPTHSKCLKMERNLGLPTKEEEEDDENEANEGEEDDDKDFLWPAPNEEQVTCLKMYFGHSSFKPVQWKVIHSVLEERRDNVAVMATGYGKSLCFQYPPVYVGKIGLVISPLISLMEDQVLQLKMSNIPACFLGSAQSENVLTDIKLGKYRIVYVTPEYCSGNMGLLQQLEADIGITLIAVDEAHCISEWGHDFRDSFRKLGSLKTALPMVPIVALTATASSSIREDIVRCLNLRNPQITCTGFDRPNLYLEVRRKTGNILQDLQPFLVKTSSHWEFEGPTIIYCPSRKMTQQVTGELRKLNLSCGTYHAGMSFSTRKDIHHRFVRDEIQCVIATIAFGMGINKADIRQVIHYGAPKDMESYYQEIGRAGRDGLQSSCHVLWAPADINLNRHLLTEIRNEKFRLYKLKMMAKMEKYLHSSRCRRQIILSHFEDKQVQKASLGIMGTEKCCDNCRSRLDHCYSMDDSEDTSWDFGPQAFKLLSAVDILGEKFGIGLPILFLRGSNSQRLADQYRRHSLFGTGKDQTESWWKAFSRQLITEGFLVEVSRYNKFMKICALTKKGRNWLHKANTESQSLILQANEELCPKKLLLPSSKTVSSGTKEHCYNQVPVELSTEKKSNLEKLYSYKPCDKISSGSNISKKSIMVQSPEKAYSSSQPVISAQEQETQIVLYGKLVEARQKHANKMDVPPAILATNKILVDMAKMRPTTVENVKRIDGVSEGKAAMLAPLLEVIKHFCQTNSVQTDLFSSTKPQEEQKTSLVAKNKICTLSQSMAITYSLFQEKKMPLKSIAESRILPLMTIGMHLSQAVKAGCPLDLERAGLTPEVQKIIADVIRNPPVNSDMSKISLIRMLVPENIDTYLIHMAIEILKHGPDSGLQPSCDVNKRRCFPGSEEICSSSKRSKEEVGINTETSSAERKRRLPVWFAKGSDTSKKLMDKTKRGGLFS
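Kinetic fluorescence helicase assay: unwinding of a quenched forked DNA duplex (100 nM final) with 2 mM ATP final raises red fluorescence (525/598 nm). Compounds sat 15 min at room temperature with 20 nM WRN beforehand.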
KB-3-1 tox: KB-3-1 parental cell cytotoxicity. KB-3-1 viability, CellTiter-Glo ATP luminescence, 72 h. Potency, µM (doses to about 46.1 µM), without a hit: at the highest dose activity change, negative = cytotoxic, most hits filed as cytotoxic. 400,000 tested, 1.4% active. AID 1347075; further: potency means the concentration at half of the fitted maximal effect; on the % scale 0 is the no-effect control and ±100 the full control effect; nearly all actives have a fitted effect of over 60% in size
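Luminescent ATP read-out (CellTiter-Glo) measures survival of drug-naive KB-3-1 cells after 72 h compound exposure at 37 °C. Titration series was screened from lowest to highest concentration, with DMSO vehicle plates as background controls.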
HT1080 IDH1KD tx: kills HT-1080 cells with IDH1 knockdown; Potency, µM (series often up to 46.1 µM), for inactives: top-dose activity, negative = toxicity, most hits filed as cytotoxic; HT-1080 IDH1 knockdown viability, ATP luminescence, 48 h; 360,000 tested, 2% active;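 further: potency means the concentration at half of the fitted maximal effect; 0% = DMSO wells and -100% = cell-free medium wells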
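After a 2 h attachment period, IDH1KD HT-1080 cells took pin-transferred compound for 48 h at 37 °C; ATP-based luminescence after 10 min room-temperature reagent incubation reported viability.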
MCF10A rereplic: induces DNA re-replication in MCF 10a normal breast cells | MCF 10A DNA re-replication, Hoechst nuclear intensity, 48 h | 350,000 tested, 2.9% active | AID 624296 | Potency, µM (series often up to 46.1 µM), for the others: at the top dose activity, positive = re-replication, usual class: activators; further: potency means the concentration at half of the fitted maximal effect; % of control where 0% means no effect; nearly all actives have a fitted effect of over 50% in size
Numbers without * were called inactive; i = inactive; ? = inconclusive; · = no result given; & = joins results of further samples; [ ] = dose if it differs, or a comment. Unless noted, the call rests on the fitted dose curve; in most records, active means well fitted curve in the direction sought with a large enough effect; inconclusive means small, poorly fitted or top-dose-only effect, or another doubt; inactive means no such curve, though single readings can be large; an effect the other way counts as inactive or inconclusive.

No. | molecule | KB-V1 cytotox | ATXN2 expr inh | HT1080NT lethal | IL-1B inflam inh | SW480 rerep | WRN inhibitor | KB-3-1 tox | HT1080 IDH1KD tx | MCF10A rereplic
1 | COc1cc2c3nnc(-c4ccccc4)c-3cn(Cc3ccc(F)cc3)c2cc1OC | 5% | ? | 18µM* | -192* | 18µM* | 12% | 3% | 21µM* | ?
2 | O=C(NC(=S)NC(=O)c1ccccc1F)c1ccccc1F | ? | 10% | -15% | -10 | 1% | 20% | 5% | -34% | -2%
3 | Cn1ccnc1SCC(=O)Nc1nc2ccccc2s1 | -16% | · | 3% | ? | -2% | 8% | 1% | -5% | 2%
4 | O=C(/C=C/c1ccccc1)N1CCC(c2ccccc2)C1 (centres undefined) | 21µM* | 55%[activator] | 16% | -17 | -32%[inhibitor] | -9% | 5% | 21% | -8%
5 | COc1ccc2c(c1)c(C(=O)N/N=C/c1cccc(Br)c1)c(C)n2C | 7% | -15% | -10% | 0 | -1% | -17% | -2% | -6% | 11%
6 | COC(=O)C1C(O)=C(C=NCC(C)N=CC2=C(O)C(C(=O)OC)C(C)(C)CC2=O)C(=O)CC1(C)C (centres undefined) | ? | -12% | -7% | 34 | -2% | -8% | 6% | -11% | -6%
7 | N#Cc1nc(Cc2ccccc2)oc1N1CCN(c2cccc(Cl)c2)CC1 | 0% | -5% | 1% | -12 | -1% | -3% | -2% | 7% | -11%
8 | CCO[C@H]1OC(C(=O)N2CCN(Cc3ccccc3)CC2)=C[C@@H](c2coc3ccccc3c2=O)[C@@H]1CCCO | -8% | -25% | -8% | -15 | -5% | -1% | 10% | -6% | -16%
9 | CCCCn1c(SC(C)C(=O)c2ccc(OC)cc2)nc2cc(S(N)(=O)=O)ccc21 (centres undefined) | -22% | 0% | 9% | -24 | 27% | -26% | 0% | 6% | ?
10 | Cc1nc2scc(-c3ccc(C(C)(C)C)cc3)c2c(=O)n1N | -9% | -27% | ? | 37 | ? | -9%[57.1 µM] | ? | -29% | ?
11 | O=C(CN1C(=O)NC2(CCCC2)C1=O)N1CCN(S(=O)(=O)c2ccc(Cl)cc2)CC1 | 13% | · | 3% | -4 | -1% | 3% | 0% | 9% | 10%
12 | O=C1CCCc2c1[nH]c1ccc(CN3CCCCC3)cc21 | ? | 70%[activator] | ? | -52* | -1% | 5% | -17% | 10µM* | 15%
13 | Cc1cc(=O)[nH]c(N/N=C/c2ccc(Br)s2)n1 | 0% | 19% | 0% | 13 | -4% | -12% | -10% | -5% | -6%
14 | CCOCCCn1c(=NC(=O)c2cccs2)c(C#N)cc2c(=O)n3cccc(C)c3nc21 | ? | · | -3% | 49 | ? | -6% | 2% | 7% | 9.2µM*
15 | O=C(O)c1ccc(NS(=O)(=O)c2ccc3c(c2)C(=O)c2ccccc2C3=O)cc1 | 6% | -19% | -2% | -10 | 3% | ? | 6% | -3% | 8%
16 | COc1ccccc1N1C(=O)C2C(c3ccc(F)cc3)NN(C(=O)c3ccc(C)cc3)C2C1=O (centres undefined) | -4% | · | 0% | 20 | -8% | -10% | 3% | 6% | -3%
17 | CCn1nnc(NC(=O)c2ccc(C(C)(C)C)cc2)n1 | -4% | 12% | 4% | -16 | -5% | -4% | 4% | 3% | -2%
18 | CCN(Cc1ccccc1)C(=O)c1ccc(C(=O)N(CC)Cc2ccccc2)cc1 | -5% | -1% | -2% | ? | -8% | 6% | 1% | -1% | ?
19 | CN(CC(=O)Nc1ccc(F)cc1)C(=O)C1CC(=O)N(Cc2ccccc2)C1 (centres undefined) | · | -1% | -1% | -2 | 9% | -32% | · | 1% | -1%
20 | CCOC(=O)c1sc(NC(=O)COC(=O)c2ccco2)nc1C | -3% | 3% | 11% | -5 | -8% | -3% | -2% | 8% | -15%

Ordered by value in WRN inhibitor (highest first): some entries from above.
No. | SMILES | IL-1B inflam inh | WRN inhibitor
17 | CCn1nnc(NC(=O)c2ccc(C(C)(C)C)cc2)n1 | -16 | -4%
5 | COc1ccc2c(c1)c(C(=O)N/N=C/c1cccc(Br)c1)c(C)n2C | 0 | -17%
9 | CCCCn1c(SC(C)C(=O)c2ccc(OC)cc2)nc2cc(S(N)(=O)=O)ccc21 (centres undefined) | -24 | -26%

(further entries)
No. | molecule | KB-V1 cytotox | ATXN2 expr inh | HT1080NT lethal | IL-1B inflam inh | SW480 rerep | WRN inhibitor | KB-3-1 tox | HT1080 IDH1KD tx | MCF10A rereplic
21 | CC(=O)Nc1sc(C)c(C)c1C(=O)OCC(=O)NC(C)c1ccccc1 (centres undefined) | -19% | 4% | 2% | 1 | ? | 1% | -1% | 4% | 14%
22 | O=C(NN1CCOCC1)c1cc(-c2ccc(Br)cc2)nc2ccccc12 | -6% | -16% | 13% | -17 | 4% | 11% | 2% | 7% | -2%
23 | COc1ccccc1/C=C/C(=O)OCC(=O)Nc1ccc2c(c1)OCO2 | -13% | -1% | -5% | 11 | -4% | -1% | 1% | 15% | 0%
24 | Cc1cc(Oc2ccc(C)c(Cl)c2)nc(SCC(=O)c2ccccc2)n1 | ? | -9% | 2% | -16 | -4% | -2% | -11% | 3% | ?
25 | CC(NC(=O)CCNS(=O)(=O)c1cccc2nsnc12)c1ccccc1 (centres undefined) | -3%&-20% | -6%&1% | 0% | 5 | -3% | -1%[57.1 µM] | 0%&4% | -17% | -33%[inhibitor]
26 | CS/C(=N\N(C)C(N)=O)c1ccccc1 | -1% | 5% | 10% | 16 | 3% | 5% | 3% | 10% | 3%
27 | CCCn1c(N)c(C(=O)CSc2nnnn2-c2ccc(O)cc2)c(=O)n(C)c1=O | 7% | -18% | -20% | 18 | -10% | -9% | -9% | -28% | -1%
28 | COC(=O)CC1C(=O)NCCN1C(=S)Nc1ccc(F)cc1 (centres undefined) | ? | -15% | 7% | 12 | 1% | 3% | 7% | 3% | 1%
29 | O=C(Cn1cc(S(=O)(=O)Cc2cccc([N+](=O)[O-])c2)c2ccccc21)N1CCOCC1 | 16% | -15% | 0% | i | 6% | -8% | ? | -1% | ?
30 | c1ccc(-c2ccccc2OCCCN2CCCCCC2)cc1 | -3% | · | -9% | ? | 12% | 6% | -11% | -14% | ?
31 | O=C(Nc1cccc(-c2cn3cccnc3n2)c1)c1ccc(Br)o1 | 12% | 7% | 6% | -4 | -6% | -8%[57.1 µM] | 0% | 28% | -7%
32 | Cc1cc(C)nc(SCc2nnc(SCC(=O)NCc3ccco3)n2-c2ccccc2)n1 | 1% | 3% | 19% | -5 | -2% | -15%[57.1 µM] | 26% | 23% | 4%
33 | CC(NC(=O)COC(=O)c1ccc2c(c1)OCO2)c1ccccc1 (centres undefined) | -5% | -22% | 9% | -1 | -10% | -14% | 0% | 6% | 0%
34 | COc1ccc(-n2nc(C(=O)NCC(=O)N3CCCCCC3)c3ccccc3c2=O)cc1Cl | -12% | 32%[activator] | -12% | -6 | 20% | -3%[57.1 µM] | -13% | -16% | 13%
35 | COc1ccc(S(=O)(=O)Nc2ccc3c(c2)C(=O)N([C@H](C)CO)C[C@H](C)[C@@H](CN(C)C(=O)Nc2ccc(F)cc2)OCCCC[C@H](C)O3)cc1 | 11% | 1% | -17% | -3 | · | -4% | -5% | -11% | ·
36 | O=C1CCN(Cc2nnnn2CC2CCCO2)c2ccccc2N1 (centres undefined) | 4% | 1% | -15% | 9 | 2% | 0%[57.1 µM] | 11% | 2%[9.24 µM] | 2%
37 | COc1cc(OC)cc(-c2sc3ccc(OC)cc3c2-c2ccc3cc[nH]c3c2)c1 | 0% | -4% | -26% | -15 | 28% | -2% | -16% | -17% | ?
38 | COc1ccc(OC)c(-c2cc(C3CCN(c4cc(Cl)nc(N)n4)CC3)[nH]n2)c1 | 3.3µM* | ? | -11% | -6 | ? | -8% | 7.3µM* | ? | 21µM*
39 | Cc1nc(NNC(=O)c2ccc([N+](=O)[O-])cc2)cc(-c2ccccc2)n1 | ? | -1% | 3% | -4 | -1% | -17%[57.1 µM] | 1% | 2% | 0%
40 | CC(C)c1cc(-c2cc(-c3ccccc3)on2)nc(NC2CCCC2)n1 | 0% | -8% | 17% | -1 | -12% | -7% | -2% | -2% | ?
41 | Cc1ccc(S(=O)(=O)N(C)Cc2ccc(C(=O)NN=C(CC(C)C)CC(C)C)cc2)cc1 | 2.3µM* | -25% | 5% | -27 | ? | 5% | ? | -21% | 16%
42 | COc1cc(S(=O)(=O)N2CCN(C(=O)c3ccco3)CC2)ccc1Cl | 1% | -41% | 1% | -5 | -42%[inhibitor] | -1% | 9% | 3% | 32%
43 | CCCSc1nnc(NC(=O)CSc2nc3[nH]c(=O)cc(O)c3s2)s1 | ? | 2% | 4% | 20 | -26% | -10% | 18% | 13% | -4%

Four entries from above, sorted by SMILES length, smallest number first:
No. | molecule | KB-V1 cytotox | ATXN2 expr inh | HT1080NT lethal | IL-1B inflam inh | SW480 rerep | WRN inhibitor | KB-3-1 tox | HT1080 IDH1KD tx | MCF10A rereplic
36 | O=C1CCN(Cc2nnnn2CC2CCCO2)c2ccccc2N1 (centres undefined) | 4% | 1% | -15% | 9 | 2% | 0%[57.1 µM] | 11% | 2%[9.24 µM] | 2%
25 | CC(NC(=O)CCNS(=O)(=O)c1cccc2nsnc12)c1ccccc1 (centres undefined) | -3%&-20% | -6%&1% | 0% | 5 | -3% | -1%[57.1 µM] | 0%&4% | -17% | -33%[inhibitor]
24 | Cc1cc(Oc2ccc(C)c(Cl)c2)nc(SCC(=O)c2ccccc2)n1 | ? | -9% | 2% | -16 | -4% | -2% | -11% | 3% | ?
42 | COc1cc(S(=O)(=O)N2CCN(C(=O)c3ccco3)CC2)ccc1Cl | 1% | -41% | 1% | -5 | -42%[inhibitor] | -1% | 9% | 3% | 32%
